NR2E3 ag-1 – human photoreceptor-specific nuclear receptor agonism; AID 602229; inhibition of corepressor binding, % at 3.98 µM; Q9Y5X4; 0.35% of 360,000 active; CHO-S Gal4-NCOR/VP16-NR2E3 two-hybrid, luciferase;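 active = inhibition above the mean of all tested compounds plus 3 SD, cut at about 70% in these data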;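 also: 0% = DMSO with NR2E3 transfected cells and 100% = cells lacking NR2E3 construct; higher means lower luciferase signal from less NR2E3 corepressor binding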
hiPSC survival – enhancers of human iPSC single-cell survival; hiPSC single-cell survival, ATPlite luminescence; 100% = ROCK inhibitor wells, 0% = DMSO; survival enhancement, % at 20 µM; 0.044% of 360,000 active; in the data active = survival enhancement above about 18%;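 also: cells exposed to compounds for 16 hours before the ATP read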
Shn3 3UTR inh – reduces Shn3 3'UTR luciferase signal in osteoblasts; Clone20 osteoblast Shn3 3'UTR firefly luciferase, 24 h; 0.52% of 360,000 active; inhibition, % at 12.5 µM;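 active = mean inhibition of at least 75% with every replicate also reaching 75%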;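 also: 0% = median of neutral control wells and 100% = pilot-screen positive control compound; some compounds past the cut are filed as inactive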
HIF-2a block – HIF-2a inhibition; 0.72% of 360,000 active; AID 624352; 786-0 RCC cells HIF-2a reporter, luciferase luminescence, overnight; inhibition, % at 18.8 µM;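 active = inhibition of the luminescence signal of 40% or more relative to plate controls, in a single-dose primary screen at 18.75 µM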
m5-HT2A agonist – mouse HTR2A agonism via beta-arrestin recruitment. P35363. AID 624169. activation, % at 7.6 µM. 0.66% of 360,000 active. CHO-K1 mHTR2A beta-arrestin complementation, luminescence; percent of 30 µM serotonin response;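 active = activation above a run cutoff, the mean activation of all tested compounds plus 3 SD, cut at about 14% in these data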;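 also: 0% = plate median of compound wells and 100% = 30 µM serotonin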
Target sequence (P35363 whole entry, looked up): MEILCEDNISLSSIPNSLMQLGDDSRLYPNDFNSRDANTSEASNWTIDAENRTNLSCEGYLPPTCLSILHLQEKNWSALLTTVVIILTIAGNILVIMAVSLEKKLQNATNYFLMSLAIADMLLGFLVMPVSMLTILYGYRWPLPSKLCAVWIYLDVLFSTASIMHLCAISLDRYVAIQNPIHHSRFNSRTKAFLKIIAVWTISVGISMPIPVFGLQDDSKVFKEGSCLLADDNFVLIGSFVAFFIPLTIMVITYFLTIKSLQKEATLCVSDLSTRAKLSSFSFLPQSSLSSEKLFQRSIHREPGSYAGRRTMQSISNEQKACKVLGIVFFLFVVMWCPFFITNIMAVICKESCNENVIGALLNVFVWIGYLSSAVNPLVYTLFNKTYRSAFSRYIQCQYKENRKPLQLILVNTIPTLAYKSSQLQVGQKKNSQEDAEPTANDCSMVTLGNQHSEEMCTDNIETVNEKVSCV
NR2E3 ag-2 – activates human photoreceptor nuclear receptor NR2E3. GST-NR2E3/biotin-RetCOR TR-FRET, 1536-well. 0.12% of 320,000 active. AID 2300. inhibition of corepressor binding, % at 4.78 µM. Q9Y5X4;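 active = percent inhibition above the cutoff of mean plus 3 SD of all tested compounds, set per screening campaign, cut at about 20% in these data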;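 also: 0% = DMSO wells and 100% = biotin wells as full block of FRET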
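Test system – NR2E3–RetCOR corepressor complex · Quantity – NR2E3 fusion 1.35 nM · Buffer or medium – Tris pH 7.5 · Incubation – Compound–protein incubation for 5 h at 4 °C · Technique – TR-FRET, Eu(K)-anti-GST donor, streptavidin-D2 acceptor, ex 340, em 617/671 nm · Evaluation – percent inhibition of 671/617 nm emission ratio versus biotin and DMSO controls · Plate – 1536-well format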
MITF TRPM1 inh – reduces MITF-dependent TRPM1 promoter luciferase signal; SK-MEL-5 TRPM1 promoter luciferase, 24 h; AID 488899; inhibition, % at 12.5 µM; 0.83% of 330,000 active;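 active = mean inhibition across replicates of 60% or more, whatever share of single replicates reaches that level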; also: values of inactives mirror those of a sister screen read the other way
CaV13 ICDI inh – Disruptors of the CACNA1D IQ motif to Ca2+-dependent inactivation inhibitor domain association, primary screening, Förster resonance energy transfer in intact living …; HEK cells, CFP/YFP FRET ICDI-IQ, plate reader, 10 min; percent FRET-ratio fall versus neutral wells; inhibition, % at 12.3 µM; 0.098% of 340,000 active; AID 743397;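 active = mean replicate inhibition of at least 30% and at least 1% of replicates passing that level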;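 also: 0% = median of the neutral control wells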
PDI inh – PDI (human) enzyme inhibition; AID 588391; P07237; 0.052% of 350,000 active; inhibition, % at 10 µM; PDI insulin aggregation turbidity, A650, 90 min;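 active = mean inhibition across replicates of 30% or more, whatever share of single replicates reach that level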;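 also: absorbance from insulin aggregation driven by PDI reduction with DTT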
Target sequence (P07237 whole entry, looked up): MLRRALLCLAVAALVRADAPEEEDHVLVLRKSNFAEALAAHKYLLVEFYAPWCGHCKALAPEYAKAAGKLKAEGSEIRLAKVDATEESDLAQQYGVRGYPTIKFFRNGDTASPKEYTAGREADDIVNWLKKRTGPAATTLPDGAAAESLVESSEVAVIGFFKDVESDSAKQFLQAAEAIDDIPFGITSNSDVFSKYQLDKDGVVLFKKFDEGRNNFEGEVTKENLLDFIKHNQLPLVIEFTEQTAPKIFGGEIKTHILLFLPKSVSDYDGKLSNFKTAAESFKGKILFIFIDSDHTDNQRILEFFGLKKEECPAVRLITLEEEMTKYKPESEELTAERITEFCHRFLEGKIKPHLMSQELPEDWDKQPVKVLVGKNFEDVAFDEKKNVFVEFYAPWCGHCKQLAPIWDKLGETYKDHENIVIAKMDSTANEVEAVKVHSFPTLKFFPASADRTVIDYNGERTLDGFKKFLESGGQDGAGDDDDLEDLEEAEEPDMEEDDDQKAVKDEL
H9c2 protect – protects H9c2 cardiomyocytes from peroxide injury; 0.63% of 360,000 active; protection from H2O2 cell death, % at 20 µM; AID 588492; H2O2 injury protection, ATPLite, 2 h;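 active = compounds giving at least 50% protection of heart cells from peroxide-induced death in the single-dose screen, raw or plate-pattern-corrected value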;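 also: 0% = DMSO wells with peroxide and 100% = DMSO wells without peroxide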
Peg3 prom inh – inhibitors of Peg3 promoter; HeLa PEG-Prom luciferase reporter, luminescence, overnight; inhibition, % at 20 µM; 1.7% of 360,000 active;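 active = inhibition of at least 50% at 20 µM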
* = called active by the depositor; / = no result given. An unsorted share of the library. Share with any hit: about 3.9%.

SMILES	NR2E3 ag-1	hiPSC survival	Shn3 3UTR inh	HIF-2a block	m5-HT2A agonist	NR2E3 ag-2	MITF TRPM1 inh	CaV13 ICDI inh	PDI inh	H9c2 protect	Peg3 prom inh
CCCCn1cnc2c(SCc3ccc([N+](=O)[O-])cc3)nc(N)nc21	6	-0.3	19	-2	2	/	0	-11	-11	1	-10
Cc1nc(Cl)c(C(=O)NC(C)(C)C)c(C)c1Cl	6	1.2	-21	11	3	-3	1	-3	-18	0	10
CCOc1ccc(Cc2noc3c2C(=O)CCC3)cc1OCC	-21	0.5	-10	9	-1	1	6	-6	2	1	17
O=C(COC(=O)COc1ccc(Cl)cc1)NCc1ccc2c(c1)OCO2	-2	-1.0	1	2	-3	/	0	-6	3	2	-4
Cc1nc2ccc(C(=O)OCc3nnc(-c4ccccc4)o3)cc2nc1C	-5	-0.2	-10	-3	-1	/	4	/	3	-4	19
O=C(CCn1c(=O)oc2ccccc21)NCCCN1CCCC1=O	-7	1.8	1	11	3	1	-6	-5	/	7	5
CN1CCCN(C(=O)c2cc(-c3cccc4ccccc34)nc3ccccc23)CC1	-15	-0.9	0	2	-5	-2	-5	-6	-3	26	18
O=C(O)c1cc(N2C(=O)C3CCCCC3C2=O)ccc1NCc1cccnc1 (stereo not given)	3	1.2	18	11	7	1	-27	-3	-1	-5	1
CCC(NC(=O)NC1CCCCC1)c1ccccc1 (stereo not given)	13	0.2	3	6	2	0	12	-5	4	6	5
CCOc1ccc(C2C(C#N)=C(N)Oc3nc[nH]c(=O)c32)cc1OC (stereo not given)	-7	1.6	15	15	1	4	0	/	2	1	0

One compound at a time, as listed above.
Results for CCOc1ccc(C2C(C#N)=C(N)Oc3nc[nH]c(=O)c32)cc1OC (stereo not given) : NR2E3 ag-1: -7; hiPSC survival: 1.6; Shn3 3UTR inh: 15; HIF-2a block: 15; m5-HT2A agonist: 1; NR2E3 ag-2: 4; MITF TRPM1 inh: 0; CaV13 ICDI inh: /; PDI inh: 2; H9c2 protect: 1; Peg3 prom inh: 0
Results for Cc1nc(Cl)c(C(=O)NC(C)(C)C)c(C)c1Cl : NR2E3 ag-1: 6; hiPSC survival: 1.2; Shn3 3UTR inh: -21; HIF-2a block: 11; m5-HT2A agonist: 3; NR2E3 ag-2: -3; MITF TRPM1 inh: 1; CaV13 ICDI inh: -3; PDI inh: -18; H9c2 protect: 0; Peg3 prom inh: 10

New compounds follow
SMILES	NR2E3 ag-1	hiPSC survival	Shn3 3UTR inh	HIF-2a block	m5-HT2A agonist	NR2E3 ag-2	MITF TRPM1 inh	CaV13 ICDI inh	PDI inh	H9c2 protect	Peg3 prom inh
Cc1cccc(NC(=O)C(C)Sc2ncnc3sccc23)c1 (stereo not given)	3	-1.5	38	-47	-1	/	/	-5	-1	-4	0
CCn1cc(CNC(=O)c2cccc([N+](=O)[O-])c2)cn1	-7	4.3	5	5	2	-4	8	-2	9	-2	5
Cn1c(N2CCOCC2)c(/C=N/OC(=O)c2cccnc2Cl)c2ccccc21	-12	-1.4	7	15	-2	/	7	-20	-11	2	5
CCOC(=O)N1CCN(C(=O)Nc2cccc(Cl)c2)CC1	2	-1.0	-14	-10	-1	0	-4	-8	3	2	1
Nc1cc2c(cc1Br)-c1c(C(=O)O)cccc1C2O (stereo not given)	-28	4.3	86*	5	-6	/	-14	-13	-2	14	-4
CCOC(=O)N1CCN(C(=O)c2ccc(OC)cc2)CC1	-10	0.3	12	12	1	1	3	-2	-9	8	3
CCOC(=O)c1sc2ccc(S(=O)(=O)N3CC(C)CC(C)C3)cc2c1N (stereo not given)	6	-0.4	16	17	-1	0	10	-3	6	-10	13
Cn1c(=O)cc(OCCCC(=O)NCc2ccccn2)c2ccccc21	-7	1.7	-27	-8	-1	0	2	-6	-8	5	6
O=C(COC(=O)c1cccnc1)NC1CCCc2ccccc21 (stereo not given)	-20	-0.7	32	15	-3	/	14	-28	-4	3	11
CCC(CC)c1nnc(NC(=O)CCS(=O)(=O)Cc2ccccc2)s1	-4	-0.4	-38	9	6	2	4	-2	-8	-12	16

6 of these compounds, set out differently.
Every second line gives: NR2E3 ag-1	hiPSC survival	Shn3 3UTR inh	HIF-2a block	m5-HT2A agonist	NR2E3 ag-2	MITF TRPM1 inh	CaV13 ICDI inh	PDI inh	H9c2 protect	Peg3 prom inh
> Nc1cc2c(cc1Br)-c1c(C(=O)O)cccc1C2O (stereo not given)
 : -28	4.3	86*	5	-6	/	-14	-13	-2	14	-4
> CCOC(=O)N1CCN(C(=O)c2ccc(OC)cc2)CC1
 : -10	0.3	12	12	1	1	3	-2	-9	8	3
> CCOC(=O)c1sc2ccc(S(=O)(=O)N3CC(C)CC(C)C3)cc2c1N (stereo not given)
 : 6	-0.4	16	17	-1	0	10	-3	6	-10	13
> Cn1c(=O)cc(OCCCC(=O)NCc2ccccn2)c2ccccc21
 : -7	1.7	-27	-8	-1	0	2	-6	-8	5	6
> O=C(COC(=O)c1cccnc1)NC1CCCc2ccccc21 (stereo not given)
 : -20	-0.7	32	15	-3	/	14	-28	-4	3	11
> CCC(CC)c1nnc(NC(=O)CCS(=O)(=O)Cc2ccccc2)s1
 : -4	-0.4	-38	9	6	2	4	-2	-8	-12	16

No new results follow: an excerpt of the list.
SMILES	NR2E3 ag-1	hiPSC survival	Shn3 3UTR inh	HIF-2a block	m5-HT2A agonist	NR2E3 ag-2	MITF TRPM1 inh	CaV13 ICDI inh	PDI inh	H9c2 protect	Peg3 prom inh
CCCCn1cnc2c(SCc3ccc([N+](=O)[O-])cc3)nc(N)nc21	6	-0.3	19	-2	2	/	0	-11	-11	1	-10
Cc1nc(Cl)c(C(=O)NC(C)(C)C)c(C)c1Cl	6	1.2	-21	11	3	-3	1	-3	-18	0	10

Later entries:
SMILES	NR2E3 ag-1	hiPSC survival	Shn3 3UTR inh	HIF-2a block	m5-HT2A agonist	NR2E3 ag-2	MITF TRPM1 inh	CaV13 ICDI inh	PDI inh	H9c2 protect	Peg3 prom inh
CC[n+]1ccc2cc(OC)c(OC)cc2c1Cc1ccc(OC)c(OC)c1	11	-0.6	-51	2	-5	6	17	/	11	2	6
CCC(=O)N(Cc1ccco1)Cc1cc2cc3c(cc2[nH]c1=O)OCO3	7	0.9	3	10	0	1	9	/	-4	4	22
Cc1ccc(NC(=S)c2ccncc2)cc1	16	-0.4	2	-32	-3	2	-2	-14	9	-5	-5
COc1ccc(C)cc1NC(=O)CN1C(=O)COc2ccc(C)cc21	21	0.2	12	21	2	5	-3	-20	-1	12	6
C=CCC1(C)C(=O)N(c2ccccc2)c2ccccc21 (stereo not given)	18	8.2	15	16	-5	3	-1	-7	2	10	20
O=C(N[C@H](CO)c1ccccc1)[C@H]1O[C@@H](n2ccc(=O)[nH]c2=O)[C@H](O)[C@@H]1O	12	1.2	-12	-2	15*	/	/	-8	/	5	-5
OCC[C@@H]1C[C@@H](O)[C@H](O)[C@]2(CCCO2)O1	-21	-2.1	-12	1	4	1	-7	-7	1	1	10
CCN1CCN(C(=O)C(=O)c2cn(CC(=O)N3CCCCCC3)c3ccccc23)CC1	-15	-0.1	10	15	0	0	5	/	-5	-1	-5
Cc1ccc(/C=N/NC(=O)c2ccc(Cn3cc([N+](=O)[O-])cn3)o2)cc1	17	0.6	-9	-85	-2	1	6	-9	3	-8	-21
COc1ccc(OC)c(Nc2nc(N(C)c3ccccc3)nc(N)c2[N+](=O)[O-])c1	-33	0.7	-15	9	0	0	18	-16	-1	20	32
Cc1[nH]c2ccccc2c1/C=N/NC(=O)c1cc(C(C)C)[nH]n1	-13	-0.1	-5	-10	-5	-3	1	-5	8	8	-9
c1ccc(Nc2nc(N3CCCC3)nc(N3CCOCC3)n2)cc1	44	-1.4	4	4	6	-1	-21	-5	7	-2	2
NC(=O)c1ccccc1NC(=O)c1ccc2c(c1)OCO2	-117	-0.8	-119	-200	2	-1	-29	-5	6	-10	-264
CC(C)Nc1ncnc2c1ncn2[C@H]1CN(Cc2ccc(F)cc2)C[C@@H](CO)O1	-41	6.1	6	-10	-2	/	/	-5	17	5	-8
COc1ccc(S(=O)(=O)Cc2ccc(C(=O)NCCc3cc(OC)ccc3OC)o2)cc1	2	-0.6	8	-4	4	-2	3	-14	-5	13	-1
CCOC(=O)c1c(-c2ccc(C)cc2)csc1NC(=S)NC(=O)c1ccccc1	-20	-1.3	-1	5	2	3	30	-5	18	1	27
COc1ccc2oc(C(=O)OCC(=O)NCCc3ccccc3)c(C)c2c1	-33	0.4	-5	-11	3	-1	-5	-5	3	-1	9
COC(=O)CCC(=O)c1oc2ccc(OC)cc2c1N	10	-0.6	-43	-210	3	-3	-105	/	-12	-19	-173
COC(=O)c1ccccc1-n1c(CCC(=O)O)ccc1-c1ccccc1	-16	0.8	1	12	1	-2	2	-6	3	-1	3
CN(C)c1nnnn1Cc1ccccc1	-29	-0.5	14	15	1	2	6	-3	-6	6	3
Cn1c(Cn2nnc3ccccc32)nnc1SCC(=O)c1ccccc1F	-2	0.6	6	-30	0	0	-4	-3	-3	9	-4
Cc1nc2sc(C(c3ccc(Cl)cc3)N3CCN(c4ccccc4F)CC3)c(O)n2n1 (stereo not given)	6	1.1	-2	13	1	0	0	-5	8	-14	23
CC(NC(=O)[C@H](C)NC(=O)c1ccco1)c1ccc(S(N)(=O)=O)cc1 (stereo not given in full)	-1	1.1	-5	4	2	4	1	-2	15	1	5
CSc1ccc(CN2CCCCCC2)cc1	-3	-0.4	11	10	1	-2	10	2	0	-2	-22
CCOc1ccccc1-c1nnc(SCC(=O)NC2CC2)n1CC	-12	-0.5	-1	15	-8	-2	20	/	2	-1	11
Cc1csc(=O)n1CCC(=O)OCC(=O)c1ccc(Br)cc1	-1	-0.3	-7	0	-1	1	-1	-5	2	-4	7
CCNC(=S)Nc1ccc(Cl)cc1Cl	11	-0.1	22	-20	1	0	3	-3	-7	-8	-23
Oc1ccccc1C=NNC(=S)Nc1ccc(F)cc1	36	-1.6	90*	-155	-2	/	5	-6	0	38	-124
O=C(COc1ccccc1)NCc1nnc2c3ccccc3c(-c3ccccc3)nn12	22	0.8	-7	37	-5	6	4	4	-2	6	15
Cc1cc(-c2n[nH]c(=S)n2/N=C/c2ccc(C)o2)n[nH]1	12	-0.4	10	15	5	-2	5	-5	9	4	9
